Bioassay records as filed in PubChem BioAssay.
PPARg SRC1 recr: PPARgamma agonists recruiting SRC-1 coactivator, primary screen, biochemical; Peroxisome proliferator-activated receptor gamma (Homo sapiens), P37231; PPARgamma-SRC-1 coactivator recruitment biochemical assay; activation, % at 8 µM; 200,000 tested, 0.41% active; in the data active = activation above about 19%;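 also: 0% = DMSO and 100% = reference agonist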
Target sequence (P37231 whole entry, looked up): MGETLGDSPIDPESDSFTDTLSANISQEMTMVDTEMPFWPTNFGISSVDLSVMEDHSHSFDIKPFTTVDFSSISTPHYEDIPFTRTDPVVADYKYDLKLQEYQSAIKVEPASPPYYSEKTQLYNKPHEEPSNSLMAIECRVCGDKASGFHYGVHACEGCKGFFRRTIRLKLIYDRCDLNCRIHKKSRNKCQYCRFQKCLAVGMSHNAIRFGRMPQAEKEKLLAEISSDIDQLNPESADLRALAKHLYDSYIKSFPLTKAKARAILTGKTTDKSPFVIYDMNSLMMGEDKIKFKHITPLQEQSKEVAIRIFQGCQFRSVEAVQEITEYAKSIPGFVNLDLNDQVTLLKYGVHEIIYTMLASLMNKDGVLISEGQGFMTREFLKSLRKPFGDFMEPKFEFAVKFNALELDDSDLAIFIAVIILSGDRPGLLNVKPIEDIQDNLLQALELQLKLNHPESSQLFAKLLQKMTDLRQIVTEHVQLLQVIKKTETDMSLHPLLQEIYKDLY
ROMK mod: ROMK potassium channel modulators, primary screen, cell-based, thallium flux, MLSMR library | ATP-sensitive inward rectifier potassium channel 1 (Homo sapiens), P48048 | Tet-inducible ROMK, thallium flux fluorescence; actives lie on both sides | B-score at 10 µM | 130,000 tested, 2% active | AID 1918, 2009;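 active = signal ratio slope over the read window, or its plate-corrected B-score, at least 3 SD from the plate mean, either direction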;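 also: B-score of the F/F0 ratio slope over 7 to 12 s after thallium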
TR-FRET SRC-2 ct: TR-FRET signal artefacts, primary screen, artefact control for PPARgamma SRC-2 agonist project, biochemical; TR-FRET artefact counter-screen; active compounds read high; TR-FRET ratio at 8 µM; 200,000 tested, 0.4% active; AID 1049, 2008; in the data active = TR-FRET ratio above about 2000; also: inactives centre near 1500
Lmaj promast: Leishmania major promastigote growth inhibition, primary screen; 200,000 tested, 9% active; Leishmania major promastigotes, resazurin fluorescence viability; inhibition, % at 10 µM; in the data active = inhibition above about 50%;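 also: promastigotes grown with compound for 44 hours at 28 °C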
bIAP activator: bovine intestinal alkaline phosphatase activators, primary screen, biochemical, bovine IAP, CDP-star luminescence. 200,000 tested, 0.17% active. purified bovine IAP, 30 min; active compounds read high; fold of DMSO-control signal, blank-subtracted. activation factor at 20 µM. AID 1016, 2008;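 active = activation factor of 2 or more at 20 µM, a signal rise over negative controls twice the positive control's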
TLR4 MyD88 comp: inhibitors of TLR4-MyD88 association in cells, primary screen, cell-based, HeLa CL3-4, BLA complementation, FRET ratio; Toll-like receptor 4 (Homo sapiens) + Myeloid differentiation primary response protein …; HeLa CL3-4 TLR4/MyD88 BLA complementation; inhibition, % at 8.4 µM; 200,000 tested, 0.18% active; AID 861, 2007; in the data active = inhibition above about 25%;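 also: 0% = vehicle and 100% = reference inhibitor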
PPARg SRC-3 ag: PPARgamma agonists recruiting SRC-3 coactivator, primary screen, biochemical | activation, % at 8 µM | Peroxisome proliferator-activated receptor gamma (Homo sapiens), P37231 | biochemical PPARgamma/SRC-3 coactivator recruitment assay | 200,000 tested, 0.26% active; in the data active = activation above about 23%;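 also: 0% = DMSO and 100% = reference agonist; some compounds past the cut are filed as inactive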
PPARg SRC2 recr: agonists of PPARg-SRC-2 recruitment, primary screen, biochemical, HTS; 200,000 tested, 0.34% active; Peroxisome proliferator-activated receptor gamma (Homo sapiens), P37231; activation, % at 8 µM; PPARgamma LBD-SRC-2 recruitment; in the data active = activation above about 22%;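 also: 0% = vehicle and 100% = reference agonist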
bIAP inh: bovine intestinal alkaline phosphatase inhibitors, primary screen, selectivity assay for TNAP inhibitor project, biochemical, bovine IAP, CDP-star luminescence; alkaline phosphatase, intestinal [Bos taurus]; purified bovine IAP, 30 min; inhibition, % at 20 µM; 190,000 tested, under 10 active;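 active = over 50% inhibition of intestinal alkaline phosphatase at 20 µM in the single-dose screen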
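System: Purified bovine intestinal alkaline phosphatase (IAP) enzyme | Input: IAP diluted 1/65,000,000 in the well | Also added: CDP-star chemiluminescent phosphatase substrate, 30 µM final | Dosing: 20 µM single dose | Times: Enzyme reaction for 30 min at room temperature | Detection: Luminescence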
Redox H2O2 prof: compounds producing H2O2 with reducing agent – biochemical, NIH compound library profiling, artefact control for MLSCN library redox annotation, primary screen; DTT-dependent redox cycling H2O2, phenol red/HRP absorbance; 100% = 100 µM peroxide control, 0% = buffer; activation, % at 10 µM; 200,000 tested, 0.03% active;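 active = activation of at least 50% relative to the plate's high and low controls in the primary single-dose screen; inactive = activation below 50%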;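 also: compound incubated with DTT at 0.8 mM final as the reducing agent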
S1P3 antag: S1P3 receptor antagonists, primary screen, cell-based. Sphingosine 1-phosphate receptor 3 (Homo sapiens), Q99500. CHO S1P3 NFAT-BLA reporter, FRET fluorescence, antagonist mode. inhibition, % at 4.98 µM. 170,000 tested, 0.27% active. AID 485, 2006;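 active = inhibition above the plate cutoff, the mean inhibition of test wells on that plate plus 3 SD, cut at about 28% in these data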;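 also: cells challenged with S1P at its EC80 of 0.8 µM; blue over green emission ratio from cleaved BLA substrate after 4 h stimulation; 0% = S1P-stimulated wells and 100% = unstimulated DMSO-only wells; some compounds past the cut are filed as inactive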
Target sequence (Q99500 whole entry, looked up): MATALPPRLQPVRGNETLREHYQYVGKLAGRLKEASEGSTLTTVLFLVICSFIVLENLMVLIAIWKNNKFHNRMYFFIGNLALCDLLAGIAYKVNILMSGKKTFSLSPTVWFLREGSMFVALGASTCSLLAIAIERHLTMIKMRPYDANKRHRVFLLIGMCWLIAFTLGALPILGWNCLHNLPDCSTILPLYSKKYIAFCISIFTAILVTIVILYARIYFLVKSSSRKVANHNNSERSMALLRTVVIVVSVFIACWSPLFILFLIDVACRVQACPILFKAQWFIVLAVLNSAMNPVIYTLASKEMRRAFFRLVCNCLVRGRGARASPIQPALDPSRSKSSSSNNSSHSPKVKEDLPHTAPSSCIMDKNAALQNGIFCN
* hit, by the source's call; x = no result given. Outcome played no part in choosing rows (roughly 11% active in at least one column).

SMILES | PPARg SRC1 recr | ROMK mod | TR-FRET SRC-2 ct | Lmaj promast | bIAP activator | TLR4 MyD88 comp | PPARg SRC-3 ag | PPARg SRC2 recr | bIAP inh | Redox H2O2 prof | S1P3 antag
Cc1cc(N2CCC(C)CC2)c(F)cc1[N+](=O)[O-] | 2 | x | 1670 | -6 | 0.5 | -6 | 7 | 3 | 47 | 7.8 | x
COC(=O)c1ccc(N2C(=O)CC(N3CCN(C(=O)c4ccco4)CC3)C2=O)cc1 (stereo not drawn) | 0 | 0.3 | 1600 | -2 | 1 | 10 | -2 | 1 | 5 | -2.0 | x
Nc1nc(-c2cccnc2)nn1C(=O)c1ccco1 | -2 | 0.18 | 1527 | -2 | 1 | -12 | -2 | 9 | -3 | 0.2 | 28
Cc1cc2nnc(SC3CCOC3=O)n2c2ccccc12 (stereo not drawn) | 9 | x | 1544 | -3 | 0.9 | -2 | 0 | 18 | 10 | 0.6 | x
Cn1ccc(-c2cc(C(=O)O)c3ccccc3n2)n1 | 2 | 0.13 | 1305 | -8 | 1 | -1 | -2 | -6 | 0 | -0.7 | -11
N#Cc1c2ccc(OCC(N)=O)cc2n2ccccc12 | 2 | -3.2* | 1662 | 23 | 1.1 | 18 | 4 | 14 | -12 | -0.2 | 2
COc1ccc(C(=O)Nn2c(SCC(=O)NC3CCCCC3)nc3ccccc3c2=O)cc1 | -5 | x | 1486 | -17 | 1 | 1 | -14 | -3 | 1 | 0.3 | x
Cn1c(=O)n(C)c2cc(S(=O)(=O)Nc3cc(Cl)ccc3O)ccc21 | 10 | -1.4 | 1627 | 18 | 0.9 | -4 | 4 | 8 | 7 | 0.8 | 1
CCOc1ccc(NC2=C(Cl)C(=O)N(Cc3ccccc3)C2=O)cc1 | -2 | x | 1558 | 12 | 1 | 4 | 8 | -4 | 5 | 2.2 | x
COc1ccc(-n2cccc2C=O)cc1OC | 2 | x | 1667 | -4 | 0.9 | -5 | 8 | 2 | 7 | -3.6 | x
Cc1cccc(C)c1Nc1nnc(SC/C(O)=C(\C#N)c2nc3ccccc3[nH]2)s1 | -3 | 0.9 | 1411 | 2 | 0.7 | -3 | 3 | 3 | 26 | -0.4 | 1
O=C(Cn1cnc2ccccc2c1=O)N1CCN(Cc2ccc3c(c2)OCO3)CC1 | 4 | x | 1625 | -6 | 1 | -3 | -2 | 2 | 3 | -0.8 | x
CC(C)SCc1nc2ccccc2[nH]1 | 0 | -0.29 | 1660 | -3 | 0.9 | -13 | 8 | 3 | 8 | -0.7 | x
Nc1nc(SCC(=O)c2ccc(Br)s2)n[nH]1 | 5 | -0.16 | 1505 | 1 | 1.6 | -3 | 3 | -1 | -60 | -0.1 | -6
CC(=O)Nc1ccc2c(c1)nc(CN1CCCC1)n2C | 8 | x | 1585 | 4 | 0.9 | -1 | -8 | 5 | 5 | -1.6 | x
CN(C)C(=O)Nc1ccc(F)cc1F | 2 | 0.25 | 1408 | -9 | 1 | 10 | 1 | 15 | 4 | 0.8 | 1
Cc1cc(C)n2c(SCc3ccc(Cl)cc3Cl)nnc2n1 | 3 | x | 1392 | -6 | 1 | 8 | -11 | -1 | 1 | 2.5 | x
CCOC(=O)C1(CCc2ccccc2)CCN(C(=O)C2CCCO2)CC1 (stereo not drawn) | -2 | -0.46 | 1323 | 0 | 1 | -8 | -1 | -1 | 4 | 1.1 | 14
COc1ccc(N2CCN(c3nc4ccc(C)cn4c(=O)c3C=O)CC2)cc1 | -1 | 0.012 | 1473 | 14 | 1 | 12 | 3 | 7 | 0 | -1.0 | -16
CSc1cccc(NC(=O)CSc2ccc(C)cc2)c1 | -2 | 0 | 1365 | -2 | 0.8 | -3 | -3 | -4 | 17 | 0.3 | x
COc1ccc2[nH]c(=O)c(CN(Cc3cccnc3)C(=O)Nc3ccccc3)cc2c1 | 4 | -1.1 | 1764 | 26 | 1 | 4 | 3 | 7 | 4 | -1.4 | -10
CCOc1ccc(C(=O)Nc2ccc(NC(=O)c3cccs3)cc2)cc1[N+](=O)[O-] | -5 | x | 1531 | -6 | 0.7 | 9 | 0 | -6 | 26 | 1.2 | -1
C=CCNc1oc(Cc2cccc3ccccc23)nc1C#N | 7 | x | 1589 | 0 | 0.9 | 3 | 6 | 4 | 8 | -2.5 | 34
S=c1nc(-c2ccccc2Br)[nH][nH]1 | 2 | 0.28 | 1310 | -10 | 0.9 | 11 | 13 | 4 | 12 | 0.6 | x
CN(C)S(=O)(=O)c1cccc(NC(=S)N/N=C/C(c2ccccc2)c2ccccc2)c1 | 7 | -0.23 | 1632 | 15 | 1.1 | -13 | 8 | 10 | -6 | -0.5 | -3
CNC1=C([N+](=O)[O-])CC([N+](=O)[O-])=C(N2CCNCC2)N1C | 7 | 1.5 | 1882 | -9 | 1.1 | 10 | 3 | 1 | -5 | -0.4 | -23
Cn1c(S(=O)(=O)Cc2ccc(Cl)cc2)nc2ccccc21 | 2 | -0.36 | 1429 | 4 | 0.8 | -2 | 0 | 10 | 19 | -1.1 | 26
OC(COc1ccc2ccccc2c1Br)Cn1ccnc1 (stereo not drawn) | 0 | x | 1437 | 98* | 1.1 | 8 | 3 | 2 | -6 | 0.9 | 6
CC(C)C(C(=O)O)N1C(=O)/C(=C/C=C/c2ccco2)SC1=S (stereo not drawn) | 0 | x | 1528 | -4 | 0.8 | -18 | -14 | -7 | 23 | 1.9 | x
C=CCn1c(=NC(=O)c2ccc(S(=O)(=O)N3CCCc4ccccc43)cc2)sc2cc(S(N)(=O)=O)ccc21 | 1 | -0.17 | 1401 | 100* | 1 | -13 | 4 | 3 | 1 | 0.0 | 2

Record cards, as listed above. Values in the order: PPARg SRC1 recr, ROMK mod, TR-FRET SRC-2 ct, Lmaj promast, bIAP activator, TLR4 MyD88 comp, PPARg SRC-3 ag, PPARg SRC2 recr, bIAP inh, Redox H2O2 prof, S1P3 antag
`Cn1c(S(=O)(=O)Cc2ccc(Cl)cc2)nc2ccccc21` is entered as 2, -0.36, 1429, 4, 0.8, -2, 0, 10, 19, -1.1, 26
`CSc1cccc(NC(=O)CSc2ccc(C)cc2)c1` is entered as -2, 0, 1365, -2, 0.8, -3, -3, -4, 17, 0.3, x

The list continues:
SMILES | PPARg SRC1 recr | ROMK mod | TR-FRET SRC-2 ct | Lmaj promast | bIAP activator | TLR4 MyD88 comp | PPARg SRC-3 ag | PPARg SRC2 recr | bIAP inh | Redox H2O2 prof | S1P3 antag
Cc1ccc(S(=O)(=O)N(CC(O)CN2CCCC2)c2ccccc2)cc1 (stereo not drawn) | 2 | -1.4 | 1441 | -3 | 1.1 | 7 | -5 | -1 | -15 | 1.8 | -30
CCc1nnc(NC(=O)CSc2nc3c(C)cccc3[nH]2)s1 | 8 | -0.032 | 1743 | -8 | 1 | -3 | 0 | -2 | -1 | 0.8 | 3
NS(=O)(=O)c1ccc(CNC(=O)c2csc3c2CCCC3)cc1 | -3 | -0.67 | 1704 | 2 | 1.1 | 10 | 3 | 0 | -8 | -0.8 | 3
CCNc1nc(NC(C)C)nc(SCCOc2ccc(C)cc2)n1 | 4 | x | 1534 | 50 | 0.9 | 7 | 2 | 10 | 9 | -0.3 | x
O=C(Nc1ccc(-c2cn3c(n2)SCC3)cc1)c1ccc2c(c1)OCO2 | 7 | 0.84 | 1681 | -7 | 1.1 | 4 | 3 | 14 | -14 | -0.8 | -5
COc1ccc(C(=O)OCCNC(=O)c2ccncc2)cc1OC | -3 | x | 1463 | 1 | 1 | 2 | 5 | 1 | -1 | 0.7 | -5
Cc1cccn2cc(CNc3ccccc3)nc12 | 0 | x | 1488 | 0 | 1 | -6 | -13 | -1 | 3 | 2.8 | 26
COc1ccccc1-c1noc(-c2ccccc2C(=O)N2CCOCC2)n1 | -4 | x | 1539 | -4 | 1 | -12 | -6 | 2 | -2 | 8.7 | 0
CCOC(=O)Cc1csc(NC(=O)CSc2nnc(-n3nc(C)cc3C)c3ccccc23)n1 | 4 | x | 1624 | 2 | 1.1 | -8 | 13 | 1 | -7 | 2.2 | -13
CC1(C)OC(=O)C(=CNC(CCC(N)=O)C(=O)O)C(=O)O1 (stereo not drawn) | 5 | x | 1550 | -9 | 1 | 0 | 6 | 4 | -3 | 0.1 | -23
Brc1ccc(Oc2nnnn2-c2ccccc2)cc1 | 1 | x | 1594 | -3 | 0.4 | 2 | 5 | 12 | x | -2.6 | 18
CN1CCN(CC2(O)CCN(S(=O)(=O)c3ccc(Cl)cc3)CC2)CC1 | 9 | 1.6 | 1736 | 100* | 1.1 | -1 | 0 | 3 | -7 | -1.6 | -8
O=C1C2CCCN2C(c2ccco2)N1c1ccc(F)cc1 (stereo not drawn) | -2 | -0.15 | 1564 | -5 | 1 | 14 | 3 | 8 | 3 | -0.8 | -16
COc1cc(C(O)P(=O)(OC(C)C)OC(C)C)cc(OC)c1OC (stereo not drawn) | 6 | 0.24 | 1743 | -7 | 0.9 | -5 | 0 | 7 | 14 | 0.2 | 1
CCCCn1c(N)c(N2CCOCC2)c(=O)n(CC(=O)NC(C)c2ccccc2)c1=O (stereo not drawn) | 4 | 1.1 | 1626 | -7 | 1.2 | 1 | 0 | 3 | -20 | -1.8 | -14
Cc1ccc(C)c(NC(=S)N2CCC(c3nc4ccccc4s3)CC2)c1 | 4 | x | 1543 | 0 | 1 | -1 | 7 | -2 | -1 | 0.5 | x
O=C(NC(=S)Nc1ccccc1N1CCCC1)c1ccc(-c2cccc([N+](=O)[O-])c2)o1 | 2 | x | 1373 | 13 | 0.9 | -4 | 3 | -5 | 10 | 2.6 | x
Cc1cc(C)n(Cc2ccc(NC(=O)c3nn(C)cc3[N+](=O)[O-])cc2)n1 | -3 | 1.2 | 1622 | -6 | 1 | 11 | 15 | -1 | 1 | -0.6 | x
Cc1nn(CC(=O)Nc2ccc(C(=O)N3CCCC3)cc2)c(=O)c2ccccc12 | -5 | -0.28 | 1560 | -7 | 1 | -4 | -2 | 2 | 4 | 0.1 | 2
Cn1c(C(C#N)C2=C(Cl)C(=O)N(c3ccccc3)C2=O)nc2ccccc21 (stereo not drawn) | 4 | x | 1575 | 7 | 0.7 | -2 | 1 | 4 | 32 | -0.7 | 3
COc1nc(NCC(C)C)nc(Oc2ccc(=O)n(-c3ccccc3)n2)n1 | 7 | x | 1582 | 17 | 0.9 | -1 | 7 | 2 | 8 | -3.8 | -2
CCOC(=O)C(NC(C)=O)(Nc1ccc(S(N)(=O)=O)cc1)C(F)(F)F (stereo not drawn) | 10 | x | 1446 | -2 | 1.1 | -9 | 4 | 2 | -7 | -0.2 | -4
